Tb PGK inh: T. brucei PGK inhibition; P07378; PGK/GAPDH coupled, Kinase-Glo luminescence, 60 min; Potency, µM (highest dose often 57.5 µM), without a hit: at the highest dose activity change, negative = inhibition, usual class: inhibitors; 0.043% of 380,000 active; note: potency is the fitted concentration of half-maximal effect; % is set by controls: 0 for no effect and ±100 for the full control effect; nearly all actives have a fitted effect of over 60% in size
Target sequence (P07378 whole entry, looked up): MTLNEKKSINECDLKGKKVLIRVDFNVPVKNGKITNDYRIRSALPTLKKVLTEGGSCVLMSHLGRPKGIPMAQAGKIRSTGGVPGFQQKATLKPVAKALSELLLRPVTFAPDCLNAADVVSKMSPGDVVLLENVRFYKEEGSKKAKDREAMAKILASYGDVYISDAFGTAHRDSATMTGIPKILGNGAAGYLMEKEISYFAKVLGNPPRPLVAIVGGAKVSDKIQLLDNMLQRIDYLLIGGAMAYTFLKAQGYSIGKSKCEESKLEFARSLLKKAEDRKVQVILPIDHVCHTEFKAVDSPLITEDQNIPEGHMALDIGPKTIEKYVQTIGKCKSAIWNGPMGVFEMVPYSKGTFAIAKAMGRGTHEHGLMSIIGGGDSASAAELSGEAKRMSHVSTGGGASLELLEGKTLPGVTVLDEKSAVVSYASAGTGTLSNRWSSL
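Luminescent ATP detection (Kinase-Glo Plus) follows a 60-minute room-temperature incubation, with wells lacking PGK as controls. Buffer: 100 mM TEA (pH 7.6), 5 mM MgCl2, 0.01% Tween-20. Coupling enzyme GAPDH (100 nM final) supplies unstable 1,3-BPG in-well.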
GLS inhibitor: blocks human kidney-isoform glutaminase activity | 0.21% of 410,000 active | AID 624170 | GLS enzymatic activity, qHTS titration | Potency, µM (highest dose often 45.5 µM), inactives show at the top dose activity change, negative = inhibition, actives largely listed as inhibitors | O94925; note: potency is the fitted concentration of half-maximal effect; % is set by controls: 0 for no effect and ±100 for the full control effect
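hKGA; 45 mM KH2PO4 pH 8.2 + 0.02% Tween-20; cpd via pin tool; 1 mM Gln soln; GluOx/HRP/Amplex Red; RT 30 min; fluor. t0 & final.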
TrxR1 inh: inhibitors of rat thioredoxin reductase 1. AID 588453. O89049. 1% of 390,000 active. recombinant rTrxR1, NADPH fluorescence consumption, selenite substrate. Potency, µM (doses to about 114 µM), for the others: top-dose activity change, negative = inhibition, most hits filed as inhibitors; note: potency is the fitted concentration of half-maximal effect; % is set by controls: 0 for no effect and ±100 for the full control effect; nearly all actives have a fitted effect of over 65% in size
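Rat TrxR1 (90 nM in the dispensed reagent) was pre-reduced with 400 uM NADPH for 5 min at room temperature, then incubated with compound for 15 min. After 400 uM selenite was added, NADPH fluorescence (Ex 340/Em 450 nm) was followed for 8 min.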
Pin1 inhibitor: blocks the human prolyl isomerase Pin1; Q13526; Pin1 FP peptide displacement, HiFluor488, 10 min; Potency, µM (highest dose often 115 µM), for inactives: at the top dose activity, negative = inhibition, most hits filed as inhibitors; 0.009% of 390,000 active; AID 504891; active = well fitted inhibition curve with a large enough effect in the polarisation, with a control signal flat, not every such curve was filed as active; inconclusive = small, poorly fitted or top-dose-only effect, or effect the other way, or a change in a side signal; inactive = no such curve, though single readings can be large or run the other way; the % refers to the polarisation; note: potency is the fitted concentration of half-maximal effect; % is set by controls: 0 for no effect and ±100 for the full control effect
Target sequence (Q13526 whole entry, looked up): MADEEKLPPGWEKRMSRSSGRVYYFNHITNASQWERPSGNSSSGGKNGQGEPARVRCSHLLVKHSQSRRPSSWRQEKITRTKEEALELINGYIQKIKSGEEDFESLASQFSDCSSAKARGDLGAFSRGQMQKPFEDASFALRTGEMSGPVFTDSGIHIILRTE
TrxR1 substrate: is turned over as a substrate by rat TrxR1; purified TrxR1 substrate turnover, NADPH consumption readout; Potency, µM (series often up to 114 µM), inactives show at the top dose activity change, negative = substrate turnover; 0.01% of 390,000 active; note: potency is the fitted concentration of half-maximal effect; % is set by controls: 0 for no effect and ±100 for the full control effect; nearly all actives have a fitted effect of over 50% in size
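Rat TrxR1, dispensed at 90 nM, was prereduced with 400 uM NADPH (final) for 5 min at ~22 deg C, then incubated with compound 15 min before 400 uM selenite. A first-read NADPH fluorescence drop versus no-compound background flagged substrates.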
mIDH1 inhibitor: blocks human mutant IDH1 R132H enzyme; IDH1-R132H enzyme, NADPH consumption, diaphorase/resazurin fluorescence; Potency, µM (series often up to 76.6 µM), inactives show top-dose activity change, negative = inhibition, usual class: inhibitors; 0.093% of 390,000 active; AID 602179; note: potency is the fitted concentration of half-maximal effect; % is set by controls: 0 for no effect and ±100 for the full control effect; nearly all actives have a fitted effect of over 65% in size
Target sequence (O75874 whole entry R132H, stated change not applied): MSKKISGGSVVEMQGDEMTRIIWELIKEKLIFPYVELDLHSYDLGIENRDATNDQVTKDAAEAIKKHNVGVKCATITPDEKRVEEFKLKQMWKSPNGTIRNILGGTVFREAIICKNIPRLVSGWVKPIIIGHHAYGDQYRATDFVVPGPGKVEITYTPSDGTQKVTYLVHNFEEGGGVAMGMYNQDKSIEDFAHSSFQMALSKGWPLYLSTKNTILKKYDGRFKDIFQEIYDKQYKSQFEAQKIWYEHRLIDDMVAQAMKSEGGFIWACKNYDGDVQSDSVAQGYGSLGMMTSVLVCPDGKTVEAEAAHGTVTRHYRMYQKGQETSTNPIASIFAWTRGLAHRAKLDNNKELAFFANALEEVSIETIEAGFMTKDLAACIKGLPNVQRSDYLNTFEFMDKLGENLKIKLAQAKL
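IDH1-R132H (0.5 ug/mL) preincubated 30 min with compound, then NADPH (0.016 mM) and alpha-KG (2 mM) added; 80 min at RT, pH 7.5. Remaining NADPH coupled via diaphorase/resazurin to fluorescence (540/590 nm); concentration-response curves normalized to no-enzyme control.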
HP1b binding inh: HP1-beta chromodomain-methylated histone interaction inhibition | P83916 | Potency, µM (series often up to 114 µM), inactives show at the top dose activity change, negative = inhibition, actives largely listed as inhibitors | 0.56% of 390,000 active | AID 540317 | AlphaScreen HP1-beta / biotin-H3K9me3 peptide binding; note: potency is the fitted concentration of half-maximal effect; nearly all actives have a fitted effect of over 70% in size; inactives centre near 23
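Compound inhibition of the preformed complex between 50 nM HP1-beta and 50 nM biotinylated H3K9me3 peptide was read by AlphaScreen. Buffer was PBS pH 7.4 with 0.01% Tween-20. Incubations ran 30 min at room temperature, with 10 ug/mL donor/acceptor beads.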
PI4K2A block: blocks human PI4K2A kinase activity | purified PI4K2A, ADP-Glo luminescence, 1 h; hits give low values | activity change, negative = inhibition, % at 76.9 µM | 0.13% of 420,000 active; in the data active = activity change below about -50%; inconclusive = mostly about -30% to -49%;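 note: -100% = wells without enzyme as full effect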
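Compounds are screened against recombinant PI4K2A using PI as substrate and ATP, the latter dispensed at 300 microM. Reactions run one hour at ambient temperature before ADP-Glo detection; full inhibition defined by wells lacking enzyme.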
USP1-UAF1 inh: blocks the human USP1/UAF1 deubiquitinase complex | O94782 | recombinant USP1/UAF1, Ub-Rhodamine cleavage fluorescence | Potency, µM (titrated, usually from 57.1 µM), for the others: top-dose activity change, negative = inhibition, hits mostly inhibitors | 0.23% of 390,000 active | AID 743255; note: potency is the fitted concentration of half-maximal effect; % is set by controls: 0 for no effect and ±100 for the full control effect; nearly all actives have a fitted effect of over 60% in size; inactives centre near -12
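Step one: compound is pinned into 1nM USP1/UAF1 in HEPES pH 7.8 buffer with TCEP. Step two: 15 min room-temperature incubation. Step three: Ub-Rho (150nM final) starts cleavage, tracked by fluorescence over six one-minute reads.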
An asterisk follows results filed as active; i = inactive; ? = inconclusive; . = not tested or not shown; & = joins results of further samples; [ ] = dose if it differs, or a comment. Unless noted, calls come from the whole dose curve; as a rule, active = well fitted curve in the direction sought with a large enough effect; inconclusive = small, poorly fitted or top-dose-only effect, or another doubt; inactive = no such curve, though single readings can be large; an effect the other way counts as inactive or inconclusive.

Values run as follows: Tb PGK inh | GLS inhibitor | TrxR1 inh | Pin1 inhibitor | TrxR1 substrate | mIDH1 inhibitor | HP1b binding inh | PI4K2A block | USP1-UAF1 inh
[1] Cc1ccc(C)c2[nH]c(=O)c(CN(Cc3ccc4c(c3)OCO4)Cc3nnnn3Cc3ccco3)cc12
    -3% | 14% | -11% | 40%[activator] | 2% | 4% | 25% | -13 | -24%
[2] CC(=O)NCc1nc2cccnc2n1Cc1ccccc1
    -3% | -2% | 25%[57.1 µM] | 1% | 5%[57.1 µM] | 10% | 29%[57 µM] | -4 | -15%
[3] COc1ccc(/C(C)=C2\SC(=S)N(CCC(=O)O)C2=O)cc1
    1% | 0% | 2% | ? | -2% | 3% | -19% | 1 | -18%
[4] NS(=O)(=O)c1ccc(CCNC(=O)/C=C/c2ccc([N+](=O)[O-])cc2)cc1
    0% | 6% | 3%[57.1 µM] | 6% | -1%[57.1 µM] | 13% | 6% | -4 | -26%
[5] Cc1nc2ccccn2c1C(=O)CSc1ccc(Cl)cc1Cl
    7% | -4% | 20% | 8% | 8% | 1% | 22% | 4 | -23%
[6] O=C(O)Cn1ccc2cc(S(=O)(=O)N3CCCCCC3)ccc21
    -9%&-6% | -3%&-5% | 29%&-3% | -7%&0% | 9%&-1% | 4%&0% | 20%&36% | 5&-1 | -27%&-7%
[7] COc1cc(OC)cc(C(=O)NNC(=O)C2CCC2)c1
    i | 5% | . | . | . | -1% | . | 1 | ?
[8] CCOC(=O)c1sc(N)c(C#N)c1COC(=O)CNC(=O)c1cc(OC)c(OC)c(OC)c1
    -5% | 12% | -13% | ? | -10% | -2% | 4% | -4 | ?
[9] Cc1onc(-c2ccccc2Cl)c1C(=O)NCc1nc(-c2ccccc2)no1
    -2% | 4% | -1%[57.1 µM] | 4% | 4%[57.1 µM] | 1% | 38%[activator] | -7 | -1%
[10] CCC(=O)N1CCN(CCN=CC2=C(O)CC(C)(C)CC2=O)CC1
    -2% | 3% | 9% | -4% | 9%[57.1 µM] | 1% | 43%[activator] | 0 | -17%
[11] CCOC(=O)N1CCN(C(=O)C2c3cc(OC)c(OC)cc3C(=O)N3CCc4ccccc4C23)CC1 (centres undefined)
    -12% | -9% | 4% | -5% | -2% | 3% | 42%[activator] | 6 | -2%
[12] Cc1nn(C)c(Cl)c1CN1CCCC(CO)(Cc2cccc(Cl)c2)C1 (centres undefined)
    -5% | 0% | -4% | 14% | -1% | 8% | 38% | 1 | -10%
[13] Cc1ccc(CNC(=O)COC(=O)c2nc(-c3ccccc3)oc2C)cc1
    -6% | -2% | 6% | -2% | 3% | 1% | 14% | -4 | -6%
[14] CCOC(=O)c1cc(C)n(CC2CCC(C(=O)Nc3ccc(C(=O)OC)cc3)CC2)c1C (centres undefined)
    4% | -4% | 13% | 17% | -9% | -9% | 41%[activator] | -2 | 12%
[15] CCCCC1CC(C)(C(=O)CSc2nc3ccccc3s2)OC1=O (centres undefined)
    -7% | -1% | -16% | 11% | -8% | 3% | 149% | 3 | -5%
[16] CCC(CO)Oc1cc(NC(=O)c2ccccc2)c2ncn(C(C)C)c2c1 (centres undefined)
    2% | ? | -22% | -1% | -10% | -2% | 2% | -8 | 3%
[17] CCN(CC)CCn1c2c(c(SCC(=O)Nc3ccc(C)c(F)c3)nc1=O)CCC2
    3% | 1% | 23%[11.4 µM] | 4% | 7%[11.4 µM] | 2% | 18% | 5 | -3%
[18] Cc1ccccc1CSCCNC(=O)C1CCN(S(=O)(=O)Cc2ccccc2)CC1
    -10% | -4% | ? | -1% | -14% | -18% | 29% | 1 | -27%
[19] COc1ccc(CNCC(O)COCc2cccs2)cc1 (centres undefined)
    i | 0% | 10%[57.1 µM] | -6% | 4%[57.1 µM] | 5% | -56% | -1 | 2%
[20] O=C(NCCN1CCN(c2ccccc2)CC1)C1CCN(S(=O)(=O)c2cccc3nonc23)CC1
    2% | 17% | 7%[57.1 µM] | ? | 8%[57.1 µM] | -1% | 34% | 2 | -6%

The last five compounds of the part before come first, to join the parts:
Values run as follows: Tb PGK inh | GLS inhibitor | TrxR1 inh | Pin1 inhibitor | TrxR1 substrate | mIDH1 inhibitor | HP1b binding inh | PI4K2A block | USP1-UAF1 inh
[16] CCC(CO)Oc1cc(NC(=O)c2ccccc2)c2ncn(C(C)C)c2c1 (centres undefined)
    2% | ? | -22% | -1% | -10% | -2% | 2% | -8 | 3%
[17] CCN(CC)CCn1c2c(c(SCC(=O)Nc3ccc(C)c(F)c3)nc1=O)CCC2
    3% | 1% | 23%[11.4 µM] | 4% | 7%[11.4 µM] | 2% | 18% | 5 | -3%
[18] Cc1ccccc1CSCCNC(=O)C1CCN(S(=O)(=O)Cc2ccccc2)CC1
    -10% | -4% | ? | -1% | -14% | -18% | 29% | 1 | -27%
[19] COc1ccc(CNCC(O)COCc2cccs2)cc1 (centres undefined)
    i | 0% | 10%[57.1 µM] | -6% | 4%[57.1 µM] | 5% | -56% | -1 | 2%
[20] O=C(NCCN1CCN(c2ccccc2)CC1)C1CCN(S(=O)(=O)c2cccc3nonc23)CC1
    2% | 17% | 7%[57.1 µM] | ? | 8%[57.1 µM] | -1% | 34% | 2 | -6%
[21] Cc1cn(COC/C=C/c2ccccc2)c(=O)[nH]c1=O
    i | 0% | 3% | -3% | -1% | 2% | 51%[activator] | -4 | -5%
[22] COC(=O)C1=C(C)NC(=S)NC1c1ccc(-c2cc(Cl)ccc2Cl)o1 (centres undefined)
    0% | 0% | 32µM* | ? | 3% | 2% | 15% | -1 | -25%
[23] Cc1cc(C)c2c(n1)sc1c(O)cc(=O)[nH]c12
    -8% | 8% | -1% | . | 45%[activator] | 4% | 15% | -6 | 3%
[24] O=C(C1CCCCC1)N1C[C@H](n2cc(C3CC3)nn2)[C@@H](O)C[C@@H]1c1ccc(Cl)cc1
    i | 1% | . | . | . | 7% | . | 4 | -10%
[25] CCCOc1c(Br)cc(C2C3=C(CCCC3=O)N(C)C3=C2C(=O)CCC3)cc1OC
    5% | 10% | 17%[57.1 µM] | 0% | 70%[activator][57.1 µM] | 5% | 35%[activator] | 3 | -10%
[26] COc1ccc(/C=C/c2ccccc2)cc1C1C2C=CCC(C)C2C(=O)N1Cc1ccccc1 (centres undefined)
    . | . | 17% | 10% | 18% | . | 15% | . | .
[27] CCOC(=O)c1c(C)oc2ccc(OS(C)(=O)=O)cc12
    -11% | 1% | 17% | 1% | 5% | 3% | 40%[activator] | -1 | -18%
[28] CCCN(C(=O)COC(=O)COc1c(C)cccc1C)c1c(N)n(Cc2ccccc2)c(=O)[nH]c1=O
    i | 4% | 4% | 9% | -9% | 0% | 2% | -1 | -5%
[29] Cc1sc(NC(=O)/C=C/c2ccc(C(C)C)cc2)c(C#N)c1C
    -6% | 6% | 16% | 0% | 31%[activator] | 2% | 17% | -3 | -2%
[30] CCCCC(=O)Nc1nnc(S(=O)(=O)N(C)Cc2ccc(Cl)cc2)s1
    10% | -3% | 27% | -1% | 2% | -6% | 37% | -1 | -9%
[31] CC(=O)c1ccccc1NS(=O)(=O)c1ccc2c(c1)CC(=O)N2
    3% | 3% | -24% | 0% | -12% | -3% | 25% | 7 | -4%
[32] COc1ccccc1C(=O)C1CCCN(C(=O)CCc2ccccn2)C1 (centres undefined)
    -12% | 1% | 2% | -6% | 0% | -2% | 29% | 1 | -23%
[33] CC(=O)C[C@@H](O)CC(=O)[C@H]1OC(=O)CC/C=C\Cc2ccccc21
    -5% | 2% | 2%[57.1 µM] | 3% | -4%[57.1 µM] | 7% | 40%[activator] | 0 | -32%
[34] O=C(NCc1ccco1)c1cc(S(=O)(=O)N2CCOCC2)ccc1Br
    -5% | 2% | ? | 0% | 4% | 1% | 20% | -6 | -6%
[35] CC(C)[C@H](NC(N)=O)C(=O)NCCc1ccc(Cl)cc1Cl
    -5% | 0% | 24% | 1% | 7% | 2% | 17% | 2 | -2%
[36] O=C(Nc1ccc(NC(=O)N2CCN(c3ccccc3O)CC2)cc1)N1CCN(c2ccccc2O)CC1
    i | 31%[activator] | 13% | -7% | 6% | 5% | ? | -7 | -18%
[37] CC(=O)c1cccc(NC(=O)c2cccn2-c2nnc(N3CCCCC3)s2)c1
    i | 1% | -17%[57.1 µM] | 4% | -14%[57.1 µM] | 25% | -11% | 3 | -9%
[38] COc1ccc(NC(=O)c2oc3ccccc3c2NC(=O)c2cc(=O)c3ccccc3o2)cc1
    10% | -3% | 19% | -13% | -1% | -3% | 30% | -2 | -23%
[39] COc1ccc2c(c1OC)C(=O)N1N=C(c3ccc(Br)cc3)CC21 (centres undefined)
    3% | -24% | 15%[57.1 µM] | 9% | 12%[57.1 µM] | 7% | 25% | -5 | -17%
[40] COC(=O)C(CC(=O)c1cccc(OC)c1)c1ccc(F)cc1 (centres undefined)
    -7% | -11% | 4% | 1% | -6% | -9% | 129%[activator] | 0 | -17%
[41] C=CCNC(=O)c1ccc(Cn2cc(C(F)(F)F)ccc2=O)cc1
    1% | -7% | 7% | 7% | 7% | -5% | 24% | 8 | -6%
[42] CCOc1ncccc1C(=O)Nc1cc(S(=O)(=O)N2CCCCCC2)ccc1OC
    1% | 5% | 36%[activator] | -1% | 26% | -2% | 19% | -1 | -21%

High-throughput results from PubChem BioAssay.

This is a subset. The share of hits here may be higher or lower than overall.
